Screening results (PubChem BioAssay)
NR2F2 inh – blocks human COUP-TFII nuclear receptor; inhibition, % at 8.6 µM; AID 686940; HEK293T NGFI-A luciferase reporter, luminescence; P24468; 370,000 compounds, 0.7% hits;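 active = inhibition above a per-plate cutoff, mean inhibition of test wells between control levels plus 3 SD, cut at about 38% in these data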;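 also: cells cotransfected with COUP-TFII expression vector driving the NGFI-A reporter; 0% = median of COUP-TF2 test wells and 100% = reporter-only cells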
Exocytosis inh – blocks lytic granule exocytosis; TALL-104 LAMP-1 surface exposure, flow cytometry; cells stimulated with thapsigargin and PMA; AID 651702; 360,000 compounds, 0.66% hits; inhibition, % at 10 µM;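 active = inhibition above about 55%, limit read from the data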
ABHD5 PLIN5 PPI – ABHD5-PLIN5 protein interaction inhibition; inhibition, % at 4 µM; AID 602281; Split G. princeps luciferase complementation, luminescence, 4 h; 360,000 compounds, 0.78% hits;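 active = inhibition above the mean inhibition across every tested compound plus 3 SD, cut at about 22% in these data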;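 also: 0% = DMSO only wells and the 100% control is not disclosed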
NCOA3 inh – inhibitors of human steroid receptor coactivator 3 (SRC3) | Q9Y6Q9 | HEK293 GAL4-SRC3 luciferase reporter, luminescence | inhibition, % at 3.6 µM | 360,000 compounds, 0.17% hits | AID 588352;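 active = inhibition above a per-campaign cutoff, the mean of all compounds plus 3 SD, cut at about 60% in these data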;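 also: 0% = DMSO-treated cells and 100% = gossypol-treated cells at 36 µM; higher means less SRC3-driven luciferase light from the GAL4 reporter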
NCOA1 inh – inhibits human SRC1 coactivator. Q15788. 360,000 compounds, 0.12% hits. HEK293 GAL4-SRC1 luciferase reporter, luminescence. inhibition, % at 3.6 µM. AID 588354;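 active = inhibition above the campaign mean plus 3 SD, with each screening campaign given its own cutoff, cut at about 60% in these data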;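 also: 0% = DMSO treated cells and 100% = gossypol at 36 µM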
TROY NFkB inh – blocks TROY-dependent signaling in reporter cells. 360,000 compounds, 0.98% hits. inhibition, % at 10 µM. Q293 LMP1-TROYcd NF-kB luciferase reporter, 4 h;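 active = compounds whose plate-normalised and pattern-corrected inhibition of the luciferase reporter signal at the single screening dose is 50% or more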
LRH-1 inv ag – NR5A2 inverse agonism in reporter assay. O00482. HEK293T StAR-luciferase reporter, LRH-1 transfected, 24 h. inhibition, % at 3.6 µM. 360,000 compounds, 0.13% hits;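 active = inhibition above the mean inhibition of all tested compounds plus 3 SD, cut at about 73% in these data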;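 also: 0% = DMSO wells and 100% = reporter-only cells lacking LRH-1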
NOD2 RIPK2 PPI – NOD2-RIPK2 protein interaction inhibition; O43353; CHO BLA complementation NOD2-RIPK2, CCF4 ratio; inhibition, % at 4.98 µM; 360,000 compounds, 0.38% hits; AID 624267; in the data active = inhibition above about 21%;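 also: 0% = vehicle only and 100% = reference blocker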
TWEAK-Fn14 inh – blocks TWEAK-Fn14 interaction in a reporter cell assay; TWEAK-stimulated Fn14 reporter cells, luciferase luminescence, 8 h; inhibition, % at 10 µM; 360,000 compounds, 2% hits; AID 1159606; in the data active = inhibition above about 50%
NCOA2 inhibitor – inhibits human steroid receptor coactivator 2; Q15596; HEK293 GAL4-SRC2 luciferase reporter, luminescence; inhibition, % at 9 µM; 370,000 compounds, 0.17% hits; AID 651957;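 active = inhibition above the mean inhibition of all tested compounds plus 3 SD, set per campaign, cut at about 52% in these data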;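 also: 0% = DMSO treated cells and 100% = cells given Gossypol at 36 µM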
TLR9-MyD88 block – TLR9-MyD88 interaction inhibition. inhibition, % at 4.98 µM. CHO BLA complementation TLR9-MyD88, CCF4 FRET ratio. 340,000 compounds, 0.21% hits. AID 504734. Q9NR96+Q99836;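 active = inhibition above the mean over all tested compounds plus 3 SD, cut at about 21% in these data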;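 also: 0% = DMSO only wells and 100% = clavulanate BLA inhibitor control wells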
* marks the source's active call; other numbers are inactive results; · = not tested or not shown. This is a subset; the hit share may differ from the screen's.

SMILES	NR2F2 inh	Exocytosis inh	ABHD5 PLIN5 PPI	NCOA3 inh	NCOA1 inh	TROY NFkB inh	LRH-1 inv ag	NOD2 RIPK2 PPI	TWEAK-Fn14 inh	NCOA2 inhibitor	TLR9-MyD88 block
COc1ccc(C2=NS(=O)(=O)N(C)C(C(=O)Nc3ccc(C(C)=O)cc3)=C2)cc1OC	19	36	-3	-7	5	32	35	-8	49	32	-11
COc1nn(CC(=O)N2N=C(C)CC2(O)C(F)(F)F)cc1[N+](=O)[O-] (stereo not given)	19	-1	-2	15	4	-24	-19	-10	-16	-2	-3
CC(C)(CO)NC(=O)c1ccc2nc(Cc3cccc(Cl)c3)oc2c1	-32	-7	-13	-67	-36	-30	-30	13	-16	-26	3
COc1ccc(-c2nnc(NC(=O)c3ccc4c(c3)OCCO4)o2)cc1	-12	0	-1	5	-10	-5	-4	-15	14	10	-1
Cn1cccc1CC(=O)N/N=C/c1cc([N+](=O)[O-])ccc1Cl	0	1	1	15	-16	-21	23	-4	-7	-38	3
C[C@H]1CN=C(N(C)C)N1CCCC1CCCC1	-5	6	-2	-35	-2	-6	11	-13	-6	10	-3
Fc1cccc(Cc2c(-c3cccc(Br)c3)nc3ccc(Br)cn23)c1	-29	-4	-3	-30	-64	7	-35	2	13	-33	·
Cc1nonc1NC(=O)CSc1nc(CCC2CCCC2)nc2ccccc12	-1	8	-4	6	-3	3	0	6	46	2	0
COc1ccc(-n2ncc3c2CC(C)(C)CC3NC(=O)c2oc(C)cc2C)cc1 (stereo not given)	16	0	-7	-10	-7	-3	-42	5	-4	11	-7
COc1ccc(C(=O)NC(=S)Nc2ccccc2[N+](=O)[O-])cc1OC	-3	-2	-2	-12	-14	12	-14	1	-23	-1	-5
Cc1ccc(C)c(N2CCN(S(=O)(=O)c3ccc4c(c3)OCCO4)CC2)c1	8	-2	-4	9	-3	13	15	-2	9	-10	3
COC(=O)c1ccc(OC(=O)c2cccnc2)cc1	17	-5	14	13	16	10	17	-5	26	-31	7
CCCCCc1ccc(C(=O)CCCC)c(=S)[nH]1	9	0	-10	-7	-2	-4	3	3	-22	-30	0
COc1cccc(C(NC(C)=O)c2nc(-c3ccc(N(C)C)cc3)cs2)c1 (stereo not given)	-2	20	-4	-17	-9	20	3	-5	2	-2	·
COc1cc(OC)c(OC)cc1/C=N/NC(=O)c1ccc(CSc2nc(C)cc(C)n2)cc1	-3	7	-5	4	-12	-3	6	-10	-14	4	2

Next part, overlapping the part above by 3 compounds.
SMILES	NR2F2 inh	Exocytosis inh	ABHD5 PLIN5 PPI	NCOA3 inh	NCOA1 inh	TROY NFkB inh	LRH-1 inv ag	NOD2 RIPK2 PPI	TWEAK-Fn14 inh	NCOA2 inhibitor	TLR9-MyD88 block
CCCCCc1ccc(C(=O)CCCC)c(=S)[nH]1	9	0	-10	-7	-2	-4	3	3	-22	-30	0
COc1cccc(C(NC(C)=O)c2nc(-c3ccc(N(C)C)cc3)cs2)c1 (stereo not given)	-2	20	-4	-17	-9	20	3	-5	2	-2	·
COc1cc(OC)c(OC)cc1/C=N/NC(=O)c1ccc(CSc2nc(C)cc(C)n2)cc1	-3	7	-5	4	-12	-3	6	-10	-14	4	2
NC1=NC2(CCCCCC2)n2c(nc3ccccc32)N1	-2	-6	4	-19	9	-63	-2	-10	3	-28	5
COc1ccccc1C(=O)n1nc(-c2ccccc2)nc1NCc1ccco1	-20	4	-3	-7	-5	-5	-8	30*	4	0	21
COc1nc(-c2ccccc2)cc(-c2ccccc2)n1	15	-1	2	13	-11	-10	25	-7	29	6	-7
COc1cc(C(=O)NC(C)c2cccc3ccccc23)cc(OC)c1OC (stereo not given)	-6	3	-1	-15	10	-2	1	2	17	8	3
O=C(NCCc1ccccc1)C(=O)N/N=C/c1ccc2c(c1)OCO2	3	5	-1	-26	2	10	18	2	18	-1	-1
O=c1[nH]c2cc3c(cc2cc1CN(Cc1ccccc1)Cc1nnnn1Cc1ccco1)OCCO3	-9	-2	34*	0	-23	4	7	2	-34	-5	-2
COc1ccc(S(=O)(=O)N2CCOCC2)cc1NC(=O)Cn1nnc2ccccc2c1=O	7	0	-3	6	-15	-2	-3	6	-7	-6	-4
CC12CN3CC(C)(CN(C1)C3c1ccc([N+](=O)[O-])o1)C2=O (stereo not given)	7	5	2	2	2	-2	-9	-8	0	-36	-5
Cc1nc2cc(F)ccc2n1C1CCN(C(=O)c2c(F)cccc2F)CC1	7	-1	0	3	-7	12	6	0	5	15	-4
CCOC(=O)c1sc(=NC(=O)c2ccc(C)cc2)n(C)c1C	-17	-5	-1	-61	-78	-73	-60	-7	-16	-47	0
NC(=O)CC(NC(=O)c1cccc(Br)c1)c1ccc(N2CCC(Br)CC2)c([N+](=O)[O-])c1 (stereo not given)	23	-17	-2	7	10	-2	-5	4	10	-15	15
CC1(C)CC(NC(=O)c2sc3cc(Cl)ccc3c2Cl)CC(C)(C)N1	-2	33	10	8	-9	11	-2	-5	-19	-6	10
CC(C)CC(COCc1ccc([N+](=O)[O-])cc1)N1CCN(C(=O)c2ccc(C(F)(F)F)cc2)CCC1=O (stereo not given)	-1	-10	5	5	-12	-1	33	9	-18	5	2
N#Cc1c(F)cccc1NCCCn1ccnc1	-7	-8	7	5	2	6	4	-7	-6	-10	-1
Cc1ccc(-c2csc(NC(=S)NC(=O)c3cc4ccccc4o3)n2)cc1	-17	17	-2	-2	-16	-37	-1	-10	-12	-6	15
O=c1[nH]c(=S)n2c(c1-c1ccccc1)OC(CBr)C2 (stereo not given)	3	13	-5	0	5	-3	3	-2	-8	-10	-12
CCCCn1c(N)c(N(CC)C(=O)CSCc2ccc(C)cc2)c(=O)[nH]c1=O	8	1	1	4	-23	11	5	-8	-7	12	-16
CC1CC(C)CN(c2ncnc3c2cnn3-c2ccc(Cl)cc2)C1 (stereo not given)	19	16	-6	25	27	78*	2	1	77*	25	-8
N#Cc1ccc(OCC(=O)N2CCN(S(=O)(=O)c3cccs3)CC2)cc1	-8	0	0	8	-12	-8	-9	4	5	12	-5
COc1cc(/C=C/C(=O)OCC(=O)NC(=O)NC(C)C)cc(S(=O)(=O)N2CCc3ccccc32)c1OC	7	4	6	-3	-5	39	-5	-9	12	-16	-6
COc1ccc(-c2csc(NC(=S)NC(=O)c3ccccc3)n2)cc1Br	13	-6	0	11	-2	-25	-21	-2	-11	10	·
Cc1oc(-c2ccccc2F)nc1CS(=O)CC(=O)NCc1ccc(F)cc1 (stereo not given)	9	1	-5	10	-2	-8	-2	-7	10	-11	6
O=C(C1CCC1)N1CCN(S(=O)(=O)c2cccc(F)c2)CC1	7	-1	1	0	9	-2	4	-1	2	8	-3
COc1ccc(NCc2cc3cc(OC)ccc3[nH]c2=O)cc1	14	0	0	-9	-1	-37	18	-1	-2	24	0
COc1ccccc1N1CCN(S(=O)(=O)c2ccc3c(c2)NC(=O)C(C)C(=O)N3)CC1 (stereo not given)	8	-5	-11	12	-14	-8	-5	2	3	18	-6
COc1cc(/C=N/N2CCN(c3ccc(Cl)cc3)CC2)cc(OC)c1OC(C)=O	3	-9	-11	-10	-15	0	-9	-2	-3	-3	1
O=C(CC1(O)C(=O)Nc2ccccc21)c1ccc(-n2cnnn2)cc1 (stereo not given)	-15	0	-5	-2	-17	-2	-16	-4	-5	-17	-3
COc1ccc2[nH]c3c(c2c1)CCN1C(=O)C(CC(=O)NC/C=C(\C)CCC=C(C)C)C[C@H](C(=O)N2CCOCC2)[C@@]31CCC1CCCC1 (stereo not given in full)	0	-2	4	-13	4	-7	-4	-6	-5	18	-11
COc1ccccc1NC(=O)Nc1ccnn1C1CCCCC1	10	-6	0	4	-2	-7	-3	-6	12	-5	-15
Cc1ccc2nc(C)c(C(=O)O)cc2c1	-4	-4	3	-7	1	7	0	7	-11	3	-4
CSc1nc(O)c(C2OC(=O)c3ccccc32)c(=O)[nH]1 (stereo not given)	-16	-1	1	17	-9	-8	5	-7	4	-6	0
CC(=O)Nc1ccc(-c2cc(-c3ccccc3)nc(-c3ccccc3)n2)cc1	-8	3	3	31	-3	-9	6	-1	-19	7	-8
CC(=O)Nc1ccccc1N(CC(O)Cn1c2ccccc2c2ccccc21)S(=O)(=O)c1ccc(C)cc1 (stereo not given)	10	6	5	12	3	11	-25	8	53*	10	-3
CS(=O)(=O)N1CCCC(C(=O)N2CCOCC2)C1 (stereo not given)	-6	0	10	8	-22	4	-34	6	3	0	-1
O=C(O)c1ccc(/C=C2\SC(=S)N(Nc3ccccc3)C2=O)cc1	-8	1	-2	21	3	-11	-6	-11	7	-17	-7
CCOC(=O)c1cc2c(=O)n3ccccc3nc2n(C)c1=NC(=O)c1c(-c2c(F)cccc2Cl)noc1C	19	-4	-4	-4	-3	-16	10	-3	-16	-3	5
CCOc1ccc(OCC)c(NC(=O)Cn2c(C)nc3ccccc3c2=O)c1	15	2	-9	0	-12	2	6	-4	3	29	·
Cc1ccc(C(=O)COC(=O)CNC(=O)c2ccccc2)s1	19	6	15	12	2	2	-2	0	4	-1	-3
Cn1c(CN2CCCC2)nc2cc(NS(=O)(=O)c3ccc(Cl)cc3)ccc21	12	0	7	-3	-3	2	-13	8	-16	0	-1
O=C(NC1CCCC1)C1=COCCO1	-2	-1	4	-11	-9	5	0	-4	-2	-2	7
Cn1c(=O)[nH]c(=O)c2c1nc(N1CCCCC1)n2CCCSc1nc2ccccc2s1	9	14	2	-15	-2	-2	7	7	-14	-21	3
C(=NC12CN3CN(CN(C3)C1)C2)c1ccc2c(c1)OCO2	6	-2	3	3	7	-12	0	-8	-12	7	-3
O=C(Oc1ccc(C(=S)N2CCCCC2)cc1)c1ccccc1	-5	-1	-6	20	-8	-32	-6	1	-15	-12	·
Cc1sc(NC(=O)C2=COCCO2)nc1-c1ccc(Cl)cc1	-1	4	-14	-54	-27	-64	-9	3	2	-20	-6
COc1ccc(Cl)cc1NC(=O)CC(C)c1ccccc1 (stereo not given)	7	4	1	11	-1	6	-13	3	0	1	10
CC(C)(C)OC(=O)N1CCc2onc(-c3ccc(Br)cc3)c2C1=O	-3	-2	-5	-22	-19	-33	-37	-7	-28	0	1
COc1cc(C(=O)NNC(=O)c2ccc(S(=O)(=O)N3CCCCC3)cc2)cc(OC)c1OC	0	0	0	12	7	-1	0	-3	-19	12	2
CN(C)C(=O)c1ccc(Nc2nc(-c3cccs3)nc3ccccc23)cc1	-13	0	1	6	2	-9	4	-5	15	-17	-3
CC1=NN(C(N)=S)C(=O)C1N=Nc1ccc(O)cc1 (stereo not given)	-13	-1	3	-36	-31	-18	-21	-7	-11	5	4
